From PubChem BioAssay
DAGLB inh = diacylglycerol lipase beta (human) inhibition | Q8NCG7 | HEK293T DAGLB membrane lysate, EnzChek fluorogenic substrate | inhibition, % at 5.17 µM | hit rate 0.059% among 340,000; in the data active means inhibition above about 34%;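 further: 0% = enzyme with vehicle and 100% = wells lacking enzyme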
Target sequence (Q8NCG7 whole entry, looked up): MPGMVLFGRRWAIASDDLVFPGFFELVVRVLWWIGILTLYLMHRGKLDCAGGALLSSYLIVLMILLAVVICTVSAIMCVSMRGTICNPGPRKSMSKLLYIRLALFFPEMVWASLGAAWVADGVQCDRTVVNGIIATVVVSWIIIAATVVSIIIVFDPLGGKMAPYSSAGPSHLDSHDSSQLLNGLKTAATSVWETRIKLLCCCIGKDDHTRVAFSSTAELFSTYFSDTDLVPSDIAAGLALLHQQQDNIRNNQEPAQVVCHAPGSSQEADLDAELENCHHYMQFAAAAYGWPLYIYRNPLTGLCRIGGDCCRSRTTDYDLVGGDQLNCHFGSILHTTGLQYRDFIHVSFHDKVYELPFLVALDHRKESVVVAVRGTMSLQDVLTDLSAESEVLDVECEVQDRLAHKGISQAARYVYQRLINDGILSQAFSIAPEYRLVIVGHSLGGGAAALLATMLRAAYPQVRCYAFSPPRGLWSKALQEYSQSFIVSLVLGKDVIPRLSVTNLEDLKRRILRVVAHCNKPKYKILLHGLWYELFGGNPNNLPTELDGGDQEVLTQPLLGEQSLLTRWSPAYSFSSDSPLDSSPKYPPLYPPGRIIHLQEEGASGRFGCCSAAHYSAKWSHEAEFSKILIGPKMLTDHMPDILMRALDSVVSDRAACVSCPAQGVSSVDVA
PfHsp90 set2 = growth inhibition of yeast expressing Plasmodium Hsp90; S. cerevisiae expressing PfHsp90, BacTiter-Glo ATP, 48 h; yeast lacking PDR1 and PDR3 efflux regulators; inhibition, % at 9.4 µM; hit rate 0.32% among 310,000;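 active means every replicate shows inhibition above about 80%, whatever the replicate mean, limit read from the data; inconclusive means mean inhibition reaches the set limit but some replicate falls short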;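 further: 0% = DMSO neutral controls and 100% = 20 µM radicicol positive controls; yeast relying on Plasmodium falciparum Hsp90 in place of its own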
PvdQ inh = blocks Pseudomonas aeruginosa PvdQ acylase activity. purified PvdQ acylase, fluorescence plate reader. inhibition, % at 10 µM. hit rate 0.063% among 340,000. AID 488965; in the data active means inhibition above about 30%, passing the limit was not always enough; inconclusive means no clear call, values can overlap the other calls;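 further: 0% = vehicle neutral wells and 100% = reference inhibitor wells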
Rtt109 Vps75 = blocks Candida albicans Rtt109/Vps75 acetyltransferase activity. hit rate 0.16% among 330,000. inhibition, % at 34.9 µM. AID 540336. Q5AAJ8. purified Rtt109/Vps75, ThioGlo CoA-SH fluorescence, 4 h;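 active means inhibition of at least 50% in every replicate; inconclusive means best replicate reaches 50% inhibition but some replicates fall short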
Target sequence (Q5AAJ8 whole entry, looked up): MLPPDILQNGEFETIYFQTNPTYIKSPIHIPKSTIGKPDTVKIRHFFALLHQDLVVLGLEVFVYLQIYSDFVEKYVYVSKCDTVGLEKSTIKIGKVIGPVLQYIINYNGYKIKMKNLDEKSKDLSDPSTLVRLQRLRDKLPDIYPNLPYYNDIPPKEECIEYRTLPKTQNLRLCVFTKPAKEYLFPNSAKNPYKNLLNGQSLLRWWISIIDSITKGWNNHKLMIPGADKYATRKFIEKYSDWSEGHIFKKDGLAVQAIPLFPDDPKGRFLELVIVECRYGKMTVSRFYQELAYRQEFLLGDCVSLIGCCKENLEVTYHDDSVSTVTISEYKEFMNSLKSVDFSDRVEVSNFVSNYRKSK
Wnt bcat act = activators of Wnt/beta-catenin signaling | Wnt/beta-catenin reporter cell assay, activator, plate reader | activation, % at 9.35 µM | hit rate 1.2% among 300,000; in the data active means activation above about 30%, passing the limit was not always enough; inconclusive means no clear call, values can overlap the other calls;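 further: 0% = neutral control wells and 100% = positive control wells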
AddAB inh = less growth of phage-infected E. coli with AddAB; E. coli expressing H. pylori AddAB, absorbance growth; AID 435030; hit rate 0.29% among 330,000; inhibition, % at 11.9 µM; in the data active means inhibition above about 12%;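 further: 0% = vehicle wells of infected cells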
Ecoli viability = bacterial growth inhibition, counter-screen for AddAB inhibitors; inhibition, % at 11.9 µM; AID 449728; E. coli V3065 growth, OD600 absorbance, 18 h; hit rate 0.27% among 330,000;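 active means inhibition above the campaign's mean inhibition across all tested compounds plus 3 SD, cut at about 9.9% in these data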;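 further: uninfected addAB+ strain grown without phage in ampicillin broth; 0% = DMSO wells and 100% = ciprofloxacin 0.95 µg/ml wells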
CAL PDZ FP = blocks peptide binding to human CAL PDZ domain; Q9HD26; purified CAL PDZ, TMR-peptide fluorescence polarization, 1 h; inhibition, % at 20 µM; hit rate 0.02% among 330,000;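 active means highest replicate inhibition of at least 40%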;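 further: plate controls were DMSO neutral control wells for no effect and unlabeled competitor peptide control wells for full effect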
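Material: tagged CAL PDZ domain; buffer or medium: 25 mM sodium phosphate pH 7.4, 150 mM NaCl, TCEP, IgG, Thesit; compound dosing: single point, 20 µM; schedule: 1 h incubation at room temperature before polarization reading; measured by: FP readout, S and P plane fluorescence; read-out basis: percent inhibition from loss of millipolarization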
Tat export inh = E. coli Tat transport inhibition | hit rate 0.036% among 340,000 | E. coli MC4100 TorA-mCherry Tat export, fluorescence | AID 488895 | inhibition, % at 10 µM;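 active means mean replicate inhibition at least 50% and at least half of replicates individually reaching 50%; inconclusive means only one of the two criteria met; inactive means neither criterion met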;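 further: exported cargo escapes ClpAP degradation while cytoplasmic cargo is degraded and loses fluorescence; 0% = median of neutral control wells and 100% = median of NaSCN control wells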
phage Ecoli inh = E. coli growth loss with phage present. growth absorbance. inhibition, % at 11.9 µM. hit rate 0.26% among 360,000; in the data active means inhibition above about 11%
Starred values were filed as active, the others as inactive; i = inactive; ? = inconclusive; / = not tested or not shown. The order is random, and some 1.9% of all compounds hit somewhere here.

SMILES	DAGLB inh	PfHsp90 set2	PvdQ inh	Rtt109 Vps75	Wnt bcat act	AddAB inh	Ecoli viability	CAL PDZ FP	Tat export inh	phage Ecoli inh
CC(C)(C)C(=O)NC(=S)Nc1cccc(C(=O)O)c1	-0.6	-79.8	-3.2	-7.0	-1.1	0.7	-1.0	-1.3	2.2	3.7
O=C(CCCC(=O)NCC1CCCO1)NCC1CCCO1 (stereo unspecified)	0.6	-2.2	-4.9	4.5	/	-1.6	-3.5	0.1	7.0	2.2
C[C@H]1CCC[C@]2(C)C[C@H]3OC(=O)C(CN4CCCCCC4)[C@H]3C=C12 (stereo partly specified)	-5.0	-21.3	-21.6	1.2	-1.6	-0.2	0.5	3.1	0.1	1.7
Cc1ccc(S(=O)(=O)N(CC(=O)c2ccccc2)C(=O)N2CCN(C)CC2)cc1	-0.9	-14.0	-6.3	-6.5	-2.7	/	/	-0.9	4.2	2.1
O=C(Nc1cccc(O)c1)c1cnn2cccnc12	-2.4	-26.3	-18.4	4.3	-6.1	0.6	4.2	-2.1	2.0	0.7
Cn1c(/C=C/c2cccc(Br)c2)nc2ccccc2c1=O	-6.3	-10.6	-7.9	5.8	12.5	-2.4	-1.6	-0.8	-2.1	-0.1
O=C(CSc1c[nH]c2ccccc12)NC1CCCC1	-2.1	1.1	-13.0	-26.1	0.1	0.1	0.3	-1.8	-2.2	0.2
Cc1ccc(S(=O)(=O)NC(=O)NCC2CCN(S(=O)(=O)c3ccccc3)CC2)cc1	-0.4	-0.8	2.1	3.0	-5.2	0.5	-0.6	1.5	-4.3	1.4
O=C(OCc1c(F)cccc1Cl)c1cnccn1	0.0	-19.3	-0.1	0.2	-1.4	2.1	-0.7	0.2	-9.2	0.3
COC(=O)COc1ccc(S(=O)(=O)N2CCc3ccccc3C2)cc1	-0.8	-7.3	-9.3	-2.0	-4.6	1.7	1.4	-2.9	-4.6	1.6
CC(=O)Nc1ccc(S(=O)(=O)NCC(CCC(=O)O)C(F)(F)F)cc1 (stereo unspecified)	-2.0	5.8	-1.0	7.3	-1.2	1.9	1.1	-2.0	-0.1	-1.4
N/C(=N\OC(=O)c1ccc2ccccc2c1)c1ccc(Br)cc1	0.4	-19.7	-11.8	-10.8	7.3	0.8	-2.8	-1.4	0.5	2.0
Cc1c(C)c2cc(Cl)c(O)c(CN3CCCC(C)C3)c2oc1=O (stereo unspecified)	4.2	35.2	-12.7	i	-8.2	1.6	-0.1	-1.3	11.9	0.6
O=C1CSC(c2ccc(Cl)c(Cl)c2)N1c1nccs1 (stereo unspecified)	-9.9	-40.4	-5.7	-1.5	-1.0	0.8	1.9	-1.2	3.2	2.9
CC(NC(=O)CN(C)CC(=O)Nc1ccc(Cl)cc1)c1ccc(F)cc1 (stereo unspecified)	-4.0	-0.2	-0.4	/	-1.3	3.0	0.6	-3.1	-0.8	0.6
CCn1ccnc1CN1CCC(n2nccc2NC(=O)c2ccccc2OC)CC1	1.6	7.9	-7.1	-6.9	-2.8	1.6	0.8	-3.7	2.8	0.9
CCOC(=O)c1ccccc1N/C=C1\CCCCC1=O	-7.3	-12.5	1.0	8.4	1.5	-0.9	-1.1	-1.2	4.8	0.0
c1ccc(Cn2nnnc2CN2CCN(Cc3ccc4c(c3)OCO4)CC2)cc1	4.9	1.1	5.2	3.4	/	0.6	0.2	-1.7	2.1	1.7
CC(C)N(C(=O)COC(=O)CNC(=O)c1ccc(Br)cc1)c1ccccc1	-2.1	-7.2	11.8	-1.6	-4.3	1.9	-1.6	-0.9	-8.1	2.7
CCn1c2ccccc2c2cc(NC(=O)COC(=O)c3cc(S(=O)(=O)N4CCCCC4)ccc3Cl)ccc21	-5.0	6.2	11.6	-2.8	-4.0	2.5	-0.9	0.1	-7.2	2.1
O=C(CNCc1ccc(Cl)cc1)N1CCc2ccccc2C1	-5.6	-15.3	-5.0	-1.3	-0.3	0.4	1.1	-0.6	-11.4	-0.2
COc1ccc(NC(=O)c2cc3cc(C)ccc3n2C)c(OC)c1	-7.0	0.7	-5.1	-1.9	-1.4	1.3	-1.7	1.4	5.2	-2.7
CCOC(=O)CN1C(=O)C(Sc2n[nH]c(-c3ccccc3)n2)CCc2ccccc21 (stereo unspecified)	-1.5	-31.7	-3.2	10.6	/	2.5	0.7	-3.3	3.3	0.6
O=C(NNC(=O)c1ccccc1F)c1ccc(Cl)c(S(=O)(=O)N2CCOCC2)c1	-2.1	14.1	9.9	4.1	-3.6	1.5	2.1	-0.6	2.5	0.9
CCCCCC(=O)Nc1ccc(S(=O)(=O)Nc2nccnc2OC)cc1	1.1	-4.7	-9.9	3.4	-1.0	0.3	0.2	0.2	-9.6	/
O=C(CCN1C(=O)c2ccccc2S1(=O)=O)NCc1ccc(F)cc1	2.0	-12.9	-12.0	-5.7	5.9	/	/	-0.2	-3.5	6.7
Cc1cc(=O)[nH]c(-c2ccccc2OC(F)(F)F)n1	-0.6	1.0	-13.1	3.8	0.0	0.4	0.2	0.1	5.3	0.3
O=C(O)CN1C(=O)c2ccc(Oc3cccc4c3C(=O)N(CC(=O)O)C4=O)cc2C1=O	-2.7	/	-15.8	6.4	/	-1.7	-1.5	0.1	5.6	2.3
CCCN(CC(=O)Nc1ccc(OC)c(OC)c1)CC(=O)Nc1ccc(F)c(F)c1F	0.6	31.3	-8.9	-4.2	-1.1	1.6	-1.4	0.4	15.7	-0.6
COc1cccc(N(CC(=O)NC2CCCCCC2)S(=O)(=O)c2ccccc2)c1	-0.7	-24.7	-2.7	-10.4	-0.7	-0.4	-0.3	-1.6	3.7	0.9
COc1ccc(CSCCc2n[nH]c(=S)n2-c2ccccc2)cc1C	1.1	-19.9	-2.8	-10.8	-0.2	-0.6	0.9	-1.8	6.3	1.4
O=C(Nc1ccc(Cl)cc1C(=O)NCC1CCCO1)c1ccc(Cl)cc1Cl (stereo unspecified)	-10.6	-9.8	-3.6	-1.7	-1.6	3.5	2.1	-1.5	1.1	4.0
CCSc1nnc(NC(=O)/C=C/c2ccco2)s1	2.8	-4.8	16.0	/	7.2	1.9	-1.2	-0.8	-14.9	1.7
O=C(NC(CO)C(=O)OCc1ccccc1)OCc1ccccc1 (stereo unspecified)	1.0	2.7	-6.2	2.4	-3.2	/	/	-2.8	1.8	2.2
O=C(CNS(=O)(=O)c1ccc(F)c(Cl)c1)NCCc1ccccc1	-1.1	-8.8	-17.9	-3.2	-4.0	1.2	0.2	-1.2	-1.8	2.9
CC(=O)c1c(N2CCOCC2)nc(=S)n(Cc2ccccc2)c1C	0.0	40.7	-15.8	-71.9	/	1.2	-3.4	-1.1	7.3	1.4
NC(=O)c1cc(-c2cccnc2)nc2ccc(Br)cc12	1.6	-1.8	-7.3	3.1	1.1	1.8	2.3	0.2	-2.9	1.3
O=C(Nc1ccc2nccnc2c1)c1cnccn1	0.2	2.1	-4.3	0.1	16.0	-0.2	-2.2	-2.5	-3.3	-0.3
C[C@H](NC(=O)c1cc2c(cn1)[nH]c1ccccc12)C(=O)O	-1.1	-14.9	-7.1	4.5	7.0	/	/	0.0	-7.8	1.0
Cc1cc(NC(=O)CN2C(=O)NC(C)(c3ccc(Cl)cc3Cl)C2=O)no1 (stereo unspecified)	-0.7	3.1	-6.1	-3.5	5.3	1.4	-0.4	-1.5	1.6	1.9

Sorted by formula weight (rising): three of the compounds above.
SMILES	DAGLB inh	PfHsp90 set2	PvdQ inh	Rtt109 Vps75	Wnt bcat act	AddAB inh	Ecoli viability	CAL PDZ FP	Tat export inh	phage Ecoli inh
O=C(Nc1ccc2nccnc2c1)c1cnccn1	0.2	2.1	-4.3	0.1	16.0	-0.2	-2.2	-2.5	-3.3	-0.3
NC(=O)c1cc(-c2cccnc2)nc2ccc(Br)cc12	1.6	-1.8	-7.3	3.1	1.1	1.8	2.3	0.2	-2.9	1.3
O=C(O)CN1C(=O)c2ccc(Oc3cccc4c3C(=O)N(CC(=O)O)C4=O)cc2C1=O	-2.7	/	-15.8	6.4	/	-1.7	-1.5	0.1	5.6	2.3

Some of these compounds in order of their number in AddAB inh, low to high.
molecule	DAGLB inh	PvdQ inh	Rtt109 Vps75	Wnt bcat act	AddAB inh	CAL PDZ FP	Tat export inh	phage Ecoli inh
O=C(CCCC(=O)NCC1CCCO1)NCC1CCCO1 (stereo unspecified)	0.6	-4.9	4.5	/	-1.6	0.1	7.0	2.2
C[C@H]1CCC[C@]2(C)C[C@H]3OC(=O)C(CN4CCCCCC4)[C@H]3C=C12 (stereo partly specified)	-5.0	-21.6	1.2	-1.6	-0.2	3.1	0.1	1.7
Cc1ccc(S(=O)(=O)NC(=O)NCC2CCN(S(=O)(=O)c3ccccc3)CC2)cc1	-0.4	2.1	3.0	-5.2	0.5	1.5	-4.3	1.4
CCn1ccnc1CN1CCC(n2nccc2NC(=O)c2ccccc2OC)CC1	1.6	-7.1	-6.9	-2.8	1.6	-3.7	2.8	0.9
CC(C)N(C(=O)COC(=O)CNC(=O)c1ccc(Br)cc1)c1ccccc1	-2.1	11.8	-1.6	-4.3	1.9	-0.9	-8.1	2.7
O=C(OCc1c(F)cccc1Cl)c1cnccn1	0.0	-0.1	0.2	-1.4	2.1	0.2	-9.2	0.3

(listing goes on)
SMILES	DAGLB inh	PfHsp90 set2	PvdQ inh	Rtt109 Vps75	Wnt bcat act	AddAB inh	Ecoli viability	CAL PDZ FP	Tat export inh	phage Ecoli inh
CCOC(=O)c1ccc(N=c2scc(C)n2CC)cc1	-4.5	-4.5	-7.5	-4.9	?	4.0	-3.2	-2.6	2.3	3.9
COc1ccc(CN(C(=O)CN2C(=O)c3ccccc3S2(=O)=O)C(C(=O)NCC2CCCO2)c2ccco2)cc1 (stereo unspecified)	-0.1	-31.1	-6.8	-3.2	-3.0	3.4	-0.6	-0.6	-1.2	-2.8
O=C(O)c1ccccc1-c1nc2ccccc2c(=O)n1O	-4.8	8.2	-1.1	1.0	-0.9	-0.2	-3.9	-2.5	?	3.4
Cc1ccccc1C(=O)Nc1cccc(-c2nnc(SCC(=O)O)n2C)c1	0.4	-17.3	-15.9	-5.5	-2.5	2.7	-2.1	-1.0	0.5	0.5
CC/C=C/C(=O)N1CC2(CC(c3cccc(NC(=O)COc4ccc(Cl)cc4)c3)=NO2)C[C@H]1C(N)=O (stereo partly specified)	-2.3	3.2	0.7	23.6	-1.0	0.2	-2.4	-1.8	14.2	0.8
Cc1nc(-c2cccc(NC(=O)c3ccc(-n4cccn4)cc3)c2)cs1	-1.0	-5.0	-8.2	-0.6	-3.2	2.6	-4.4	-3.0	3.5	5.0
C=CCNC(=O)c1c(O)c2cccc3c2n(c1=O)CCC3	-3.1	-11.5	-9.9	5.2	-1.3	1.8	-0.7	-1.0	0.5	-0.6
COc1cccc(C(=O)Oc2cc(N)n(S(=O)(=O)c3ccc(C)cc3)n2)c1OC	-2.3	0.0	-27.5	-8.0	-0.2	4.0	1.7	/	6.3	2.9
O=C(c1cccs1)N1CCN(C(=O)c2cn(-c3ccccc3)nc2-c2ccccc2)CC1	1.0	/	-16.2	-12.6	12.1	0.5	0.9	-0.4	1.2	0.5
CC1(C)C2CCC1(CS(=O)(=O)N1CCC(C(=O)O)CC1)C(=O)C2 (stereo unspecified)	0.7	-11.7	-1.7	-12.6	-1.3	-0.1	-1.0	1.1	5.2	2.5
O=C(NNC(=O)c1ccncc1)NC1CCCCC1	-1.2	2.1	10.8	-14.7	-1.4	2.3	2.4	0.1	1.0	3.4
